Keap1 Nrf2 FP: Keap1-Nrf2 (human) interaction inhibition; Q14145; Keap1 Kelch-Nrf2 peptide fluorescence polarization, 1536-well; inhibition, % at 9.4 µM; 0.15% of 340,000 active; AID 504523; in the data active = inhibition above about 12%;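 also: human Keap1 Kelch domain with fluorescein labeled Nrf2 9mer peptide probe; 0% = neutral control wells and 100% = peptide positive control; higher means more block of Keap1 binding to Nrf2 peptide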
Target sequence (Q14145 whole entry, looked up, the tested form may be a part): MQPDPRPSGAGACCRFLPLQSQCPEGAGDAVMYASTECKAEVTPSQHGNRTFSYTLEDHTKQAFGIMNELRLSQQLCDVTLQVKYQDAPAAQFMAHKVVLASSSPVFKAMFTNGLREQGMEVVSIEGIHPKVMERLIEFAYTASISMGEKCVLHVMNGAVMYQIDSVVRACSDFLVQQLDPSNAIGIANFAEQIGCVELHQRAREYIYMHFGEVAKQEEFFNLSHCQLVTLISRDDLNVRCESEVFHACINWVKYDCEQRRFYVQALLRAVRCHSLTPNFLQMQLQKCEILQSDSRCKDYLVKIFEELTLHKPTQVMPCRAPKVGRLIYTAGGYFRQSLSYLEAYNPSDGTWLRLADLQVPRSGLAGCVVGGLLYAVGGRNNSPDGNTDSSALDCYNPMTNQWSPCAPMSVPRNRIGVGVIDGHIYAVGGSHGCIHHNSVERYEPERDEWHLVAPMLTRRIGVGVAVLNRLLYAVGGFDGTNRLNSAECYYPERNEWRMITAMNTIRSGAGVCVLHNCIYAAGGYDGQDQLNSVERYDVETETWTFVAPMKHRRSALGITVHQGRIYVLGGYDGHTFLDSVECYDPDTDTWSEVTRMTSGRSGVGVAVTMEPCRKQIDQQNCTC
HTR5A inv ctr: inverse agonist of human HTR5A in OPRM1-OPRD1 counter-screen. P47898. HTR5A cell line, luminescence, inverse agonism. inhibition, % at 9.3 µM. 0.083% of 340,000 active. AID 504634; in the data active = inhibition mostly above about 23%, no sharp cut-off; inactive = mostly below about 18%;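 also: 0% = cells with DMSO and 100% = no-cell wells with DMSO; some compounds called inactive have numbers as strong as hits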
Target sequence (P47898 whole entry, looked up): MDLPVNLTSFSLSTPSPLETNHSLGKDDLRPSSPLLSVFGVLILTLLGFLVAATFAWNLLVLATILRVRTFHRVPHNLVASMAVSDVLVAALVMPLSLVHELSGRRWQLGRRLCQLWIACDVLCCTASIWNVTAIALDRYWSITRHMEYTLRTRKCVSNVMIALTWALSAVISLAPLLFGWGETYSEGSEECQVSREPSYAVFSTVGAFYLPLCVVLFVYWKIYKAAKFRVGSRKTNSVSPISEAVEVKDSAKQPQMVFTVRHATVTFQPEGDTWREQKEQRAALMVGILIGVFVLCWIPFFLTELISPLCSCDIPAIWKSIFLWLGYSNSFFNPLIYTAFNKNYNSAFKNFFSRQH
HTR5A ag ctr: HTR5A agonism, opioid heterodimer counter-screen | 0.61% of 340,000 active | activation, % at 9.3 µM | AID 504692 | HTR5A agonist assay, luminescence, cell-based | P47898; in the data active = activation mostly above about 9.5%, no sharp cut-off; inactive = mostly below about 7.6%;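 also: 0% = cells with vehicle only and 100% = reference agonist; strong numbers were not always called active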
CAL PDZ FP: blocks peptide binding to the human CAL PDZ domain; purified CAL PDZ, TMR-peptide fluorescence polarization, 1 h; AID 602252; 0.92% of 300,000 active; Q9HD26; inhibition, % at 24.9 µM;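 active = mean inhibition of at least 30% with at least half of replicates also reaching 30%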;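 also: 0% = DMSO neutral control and 100% = excess unlabeled competitor peptide PRC23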
Cardiac RTF inh: cardiac RTF calcium desensitization | IANBD-labeled cardiac RTF, Ca2+ fluorescence | inhibition, % at 7.15 µM | 0.12% of 340,000 active | AID 493244;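 active = inhibition above the mean inhibition of all tested compounds plus 3 SD, cut at about 17% in these data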;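 also: assay run at fixed EC70 calcium of 1.6 mM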
V-ATPase pHluor: yeast V-ATPase proton transport regulation by pHLuorin | S. cerevisiae, pHLuorin cytosolic pH fluorescence | response, % at 10 µM | 0.37% of 350,000 active; in the data active = response mostly above about 7.3%, no sharp cut-off; inactive = mostly below about 5.4%; also: actives read high; inactives centre near 0; some compounds called inactive have numbers as strong as hits; reference of the scale not given here
OPRM1-OPRD1 ag: OPRM1-OPRD1 heterodimerization agonism; cells, luminescence; P35372+P41143; AID 504326; activation, % at 9.3 µM; 0.3% of 340,000 active; in the data active = activation above about 18%;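 also: 0% = vehicle-treated cells and 100% = reference agonist; values of inactives mirror those of a sister screen read the other way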
MOR-DOR inv ag: inverse agonist of human OPRM1-OPRD1 heterodimerization; P35372+P41143; cell-based MOR-DOR heterodimer luminescence, inverse agonism; inhibition, % at 9.3 µM; 0.21% of 340,000 active; AID 504357; in the data active = inhibition above about 22%, passing the limit was not always enough;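 also: 0% = cells with DMSO and 100% = wells without cells with DMSO; values of inactives mirror those of a sister screen read the other way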
C-LANA FP: inhibitors of KSHV LANA C-terminal domain DNA binding. MBP-C-LANA/FAM-LBS DNA binding, fluorescence polarization. inhibition, % at 9 µM. 0.078% of 340,000 active;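 active = highest replicate inhibition at or above 60% at 9 µM, even if other replicates fall short; inactive = all replicates below 60% inhibition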;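 also: 0% = neutral control wells and 100% = 4 µM acridine orange control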
cardiac RTF act: cardiac RTF calcium sensitization; activation, % at 7.2 µM; IANBD-labeled TnC RTF fluorescence at EC20 calcium; 0% EC20 calcium, 100% full calcium; P19429+P45379; 0.24% of 340,000 active;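 active = activation above the mean over all tested compounds plus 3 SD, cut at about 30% in these data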;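 also: rise in fluorescence read as greater calcium sensitivity of cardiac thin filaments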
Starred values were filed as active, the others as inactive; / = no result given.

Every second line gives: HTR5A ag ctr, OPRM1-OPRD1 ag, C-LANA FP, Cardiac RTF inh, Keap1 Nrf2 FP, cardiac RTF act, MOR-DOR inv ag, V-ATPase pHluor, HTR5A inv ctr, CAL PDZ FP
CCOC(=O)C1=C(C)Nc2nc(SC)nn2C1c1ccc(C(=O)OC)cc1 (configuration not stated)
→ 1, -2.3, -0.1, -1, -1, 4, 12, -2, 8, 7
O=C(Nc1nnc(C2=COCCO2)o1)c1ccc(S(=O)(=O)N2CCOCC2)cc1
→ 0, -0.3, 1.8, -4, -1, -8, 2, 2, -7, 4
COC(C[C@@H](O)CC(=O)COCc1ccccc1)OC
→ 2, -2.1, 1.1, 16, -2, -3, 12, -4, 1, -1
CCOC(=O)C1CCN(CCC(=O)Nc2cccc(Cl)c2)CC1
→ 8, -1.9, 1.4, -5, -1, 10, 11, 3, -12, 2
O=C(CSc1ncc(-c2ccc(F)cc2)n1Cc1ccco1)Nc1ccc2c(c1)OCO2
→ 1, 7.8, -1.2, 2, -2, 0, -44, -3, 3, -2
CCNC(=O)CCCOc1ccc(Cl)cc1Cl
→ -3, -0.9, 0.0, -3, 3, 0, 5, 1, -11, -4
Cc1ccc(NC(=O)Cn2nc(C)c(S(=O)(=O)N(C)C)c2C)cc1C
→ -5, -2.2, -1.8, 0, 0, 1, 12, -1, -22, -2
COc1ccc(COC(=O)c2n[nH]c3ccccc23)cc1F
→ 4, 6.5, -0.2, 4, -3, 5, -38, 1, -28, 0
COc1ccccc1CNC(=O)c1ccc(N(C)S(=O)(=O)c2ccc(C)cc2)cc1
→ 2, -2.1, 1.2, -10, 6, 0, 12, 6, -9, -4
CCC(CC)c1nnc(NC(=O)c2c(-c3ccccc3)noc2C)s1
→ 8, 3.6, 0.5, -4, -5, 12, -18, -3, -25, /

(list continues)
Every second line gives: HTR5A ag ctr, OPRM1-OPRD1 ag, C-LANA FP, Cardiac RTF inh, Keap1 Nrf2 FP, cardiac RTF act, MOR-DOR inv ag, V-ATPase pHluor, HTR5A inv ctr, CAL PDZ FP
O=C(CCC(=O)c1cccs1)OCc1nc2ccccc2s1
→ -3, -0.9, -3.0, -11, -1, -3, 5, -3, -14, 2
Cc1nc(NC(=O)CCCC(=O)Nc2nc(C)c(C)s2)sc1C
→ -1, -1.9, 0.5, -5, -1, -3, 9, 3, 3, /
CCOC(=O)COc1cccc2c(=O)n(CC(=O)NCc3ccccc3)ccc12
→ 7, -1.6, -1.1, 0, 0, -3, 8, 0, -13, -6
O=C(CCl)Nc1ccccc1C(=O)c1ccccc1
→ 8, -0.8, -1.1, -9, 3, 8, 4, 0, 2, /
CC(NC(=O)COC(=O)c1ccc(S(=O)(=O)N2CCOCC2)cc1)c1ccccc1 (configuration not stated)
→ -1, 2.7, 0.1, -7, -1, -4, -11, 0, 3, -4
O=C(COC(=O)CCc1nc2ccccc2c(=O)[nH]1)Nc1ccccc1OC(F)F
→ 0, -0.9, 1.2, 2, -6, -5, 4, 6, -1, -4
Cc1cccc(OCC(=O)NCC(=O)N/N=C/c2cc(Br)cc(Br)c2O)c1
→ -6, 2.5, 2.6, -4, -5, -3, -14, -2, 15, -5
CSc1nsc(SCC(=O)Nc2nc3ccc(C)cc3s2)n1
→ 1, 4.2, 0.7, -10, -1, -5, -29, -3, 17, -2
COc1ccc(-c2coc3cc4oc(=O)c5ccccc5c4cc23)cc1F
→ -5, -3.0, -0.6, 14, -3, 0, 19, 1, 7, -2
CCOc1ccc(/C=N/NC(=O)NC23CC4CC(CC(C4)C2)C3)cc1O
→ 2, 2.4, -0.9, -4, -3, -3, -8, -1, 1, -4

Grouped by structure, the entries above with two or more sulfur atoms (three)
Every second line gives: HTR5A ag ctr, OPRM1-OPRD1 ag, C-LANA FP, Cardiac RTF inh, Keap1 Nrf2 FP, cardiac RTF act, MOR-DOR inv ag, V-ATPase pHluor, HTR5A inv ctr, CAL PDZ FP
O=C(CCC(=O)c1cccs1)OCc1nc2ccccc2s1
→ -3, -0.9, -3.0, -11, -1, -3, 5, -3, -14, 2
Cc1nc(NC(=O)CCCC(=O)Nc2nc(C)c(C)s2)sc1C
→ -1, -1.9, 0.5, -5, -1, -3, 9, 3, 3, /
CSc1nsc(SCC(=O)Nc2nc3ccc(C)cc3s2)n1
→ 1, 4.2, 0.7, -10, -1, -5, -29, -3, 17, -2

Next structures:
Every second line gives: HTR5A ag ctr, OPRM1-OPRD1 ag, C-LANA FP, Cardiac RTF inh, Keap1 Nrf2 FP, cardiac RTF act, MOR-DOR inv ag, V-ATPase pHluor, HTR5A inv ctr, CAL PDZ FP
COc1ccc(/C=C2\CCC(C3CCCC3)C2=O)cc1OC (configuration not stated)
→ 3, 1.2, 1.6, 0, -6, -2, -5, 3, -9, 0
COc1ccc(NS(=O)(=O)c2ccc(N3CCCC3)c(NC(=S)Nc3cccc(C)c3C)c2)cc1
→ 2, -2.0, 2.2, -9, 0, -1, 11, 4, 24, -1
CC(C)Cc1nnc(NC(=O)CC(C)c2ccccc2)s1 (configuration not stated)
→ -2, 1.6, -0.6, 5, -2, 1, -7, -2, 7, 1
Fc1ccccc1CCNc1nnnn1-c1ccccc1
→ -2, 1.7, -1.2, -4, -4, 2, -10, 1, 9, 0
CCOC(=O)c1cc2c(nc1NC(=S)Nc1ccccc1)CC(C)(CC)OC2 (configuration not stated)
→ 1, -3.2, -0.2, 2, -4, 8, 16, 7, -1, -1
O=C(Oc1cc(-c2ccccc2)no1)c1cccc(C(F)(F)F)c1
→ 0, -3.1, 0.5, -2, -2, -2, 13, -2, 0, -2
CCCCNC(=O)CC1N=C2c3ccccc3N=C(SCC(=O)Nc3ccc(OC)cc3)N2C1=O (configuration not stated)
→ 2, -2.7, -1.6, 12, -2, 3, 16, 8, -4, -1
O=C(CCc1ccccc1)NCc1ccncc1
→ -1, -3.0, 3.1, -2, -5, -4, 14, -1, 4, -2
O=C1CN(C(=O)c2ccc(Br)o2)C(c2ccccc2)c2cc(Br)ccc2N1 (configuration not stated)
→ 2, 3.3, 1.8, -6, -3, -1, -20, 2, -6, /
Cc1nn(S(=O)(=O)c2cccs2)c(C)c1Sc1ccc([N+](=O)[O-])cc1
→ 1, 1.0, 0.0, -8, 2, 1, -6, 3, 3, -9

Arranged by SMILES length (rising): 3 of the compounds above
Every second line gives: HTR5A ag ctr, OPRM1-OPRD1 ag, C-LANA FP, Cardiac RTF inh, Keap1 Nrf2 FP, cardiac RTF act, MOR-DOR inv ag, V-ATPase pHluor, HTR5A inv ctr, CAL PDZ FP
CSc1nsc(SCC(=O)Nc2nc3ccc(C)cc3s2)n1
→ 1, 4.2, 0.7, -10, -1, -5, -29, -3, 17, -2
COc1ccc(-c2coc3cc4oc(=O)c5ccccc5c4cc23)cc1F
→ -5, -3.0, -0.6, 14, -3, 0, 19, 1, 7, -2
CCOc1ccc(/C=N/NC(=O)NC23CC4CC(CC(C4)C2)C3)cc1O
→ 2, 2.4, -0.9, -4, -3, -3, -8, -1, 1, -4

(cont.)
Every second line gives: HTR5A ag ctr, OPRM1-OPRD1 ag, C-LANA FP, Cardiac RTF inh, Keap1 Nrf2 FP, cardiac RTF act, MOR-DOR inv ag, V-ATPase pHluor, HTR5A inv ctr, CAL PDZ FP
Cn1cccc1-c1cc(C(=O)N/N=C/c2ccccc2Cl)[nH]n1
→ 1, 4.5, 1.6, -1, 0, -7, -24, -3, 8, -4
COc1ccc(NC(=O)c2ccc(NC(=O)CSc3nc(N)cc(=O)[nH]3)cc2)cc1
→ -4, -3.5, 1.2, 4, 3, 6, 14, -2, 9, -6
CC(C)(C)C(=O)Cn1c[n+](N)cn1
→ -1, -0.6, 1.6, -4, -2, -4, 3, 0, 1, 0
COc1cccc(CCC(=O)N(C)C2CCCN(Cc3ccccc3F)C2)c1 (configuration not stated)
→ 1, -1.1, 1.3, -12, -4, -1, 5, 0, -4, 8
C[C@H](CO)N1C[C@H](C)[C@@H](CN(C)S(=O)(=O)c2ccc(F)cc2)Oc2ccc(NC(=O)Nc3ccccc3)cc2C1=O
→ -1, -4.0, 0.4, 2, -4, 7, 22, -1, 4, -2
COC(=O)c1nn2c(C(F)(F)F)cc(-c3ccc(Br)o3)nc2c1Br
→ 4, 3.0, 0.6, -8, -1, 10, -16, -59, -3, /
Cc1cccc(NC(=S)NCc2ccc3[nH]c4c(c3c2)CCCC4)c1
→ 3, 1.2, -0.1, 4, -6, -8, -7, -3, -21, /
Cc1cc(C)nc(NS(=O)(=O)c2ccc(NC(=O)C(C)Oc3ccccc3F)cc2)n1 (configuration not stated)
→ 0, 0.4, 0.4, 3, -7, -5, -3, -1, 2, 1
C1CCc2nc3c(nc2C1)CCCC3
→ -2, -2.8, -1.9, -2, 0, 6, 14, 1, 28, 2
CNC(=O)C12CC3CC(C1)CC(c1ccc(C)cc1)(C3)C2
→ 5, -2.8, -2.3, -7, 0, 4, 13, 2, -18, -4

The list continues.
Every second line gives: HTR5A ag ctr, OPRM1-OPRD1 ag, C-LANA FP, Cardiac RTF inh, Keap1 Nrf2 FP, cardiac RTF act, MOR-DOR inv ag, V-ATPase pHluor, HTR5A inv ctr, CAL PDZ FP
Fc1ccc2cnc(-c3ccccc3)c(-c3cc(C(F)(F)F)cc(C(F)(F)F)c3)c2c1
→ 1, 3.8, -1.7, 2, -8, -6, -22, 2, -3, -8
COc1ccc2c(c1)nc(SCC(=O)c1cccs1)n2C
→ 4, -3.0, 0.2, -5, 1, 9, 17, -5, -11, -3
COc1cccc(C(=O)NCC(=O)N/N=C/c2cccs2)c1
→ -2, -2.3, -1.7, 10, 2, 3, 12, -3, 6, -2
CCOC(=O)N1CCN(C(=O)C(NC(=O)c2ccc(C(C)(C)C)cc2)C(C)C)CC1 (configuration not stated)
→ -3, 0.8, 0.3, -7, -2, 2, -3, 0, 8, -3
NC(=O)NCCCC(=O)O
→ 1, 0.2, -5.1, -14, 1, 3, -1, 3, 17, -3
CCCN1Cc2cccc(C(=O)NCCCOC(C)C)c2C1=O
→ -2, -1.4, -0.1, 2, -3, -2, 8, -5, -3, -5
Cc1cccc([C@@H]2[C@@H]3C(=O)N(Cc4ccccc4)C(=O)[C@@H]3[C@]3(Cc4ccccc4)C(=O)N(c4ccccc4)C(=O)N23)c1
→ -2, -1.1, -2.9, 4, -1, 0, 7, -1, -28, -2
NC(=O)CCCn1c(C(=O)c2ccc(Cl)cc2)c2ccc([N+](=O)[O-])cc2[n+]1[O-]
→ 11, 2.0, -0.9, -16, 0, -3, -11, -9, -27, -2
COc1ccc(C#Cc2c(-c3ccc(OC)cc3)oc3ccc(-c4ccc(OC)cc4)cc23)cc1
→ 10, -0.6, 2.2, -12, -5, 9, 4, -5, -26, 0
Oc1ccc(-c2csc(Nc3cccnc3)n2)cc1
→ -1, -1.3, -0.1, -1, 0, -2, 7, -2, -7, -4
COc1ccc2cc(CCNC(=O)c3cccs3)c(=O)[nH]c2c1
→ 6, -1.3, 0.0, -2, 0, -2, 7, 3, -18, 0
CCN(CC(=O)NCc1cccs1)C(=O)/C=C/c1ccc(C)cc1
→ -3, 2.8, -1.7, -12, -8, 3, -12, -4, 7, -6
COc1cc(-c2nnc(SCC(=O)c3cc(C)n(CC4CCCO4)c3C)o2)cc(OC)c1OC (configuration not stated)
→ 5, -0.9, 5.3, -6, -4, 0, 5, -6, 12, -1
